EWS-Fli block: EWS/Fli-driven NR0B1 reporter inhibitors, primary screen, A673 cells, NR0B1 luciferase, luminescence, MLPCN library; viability-normalised; inhibition, % at 12.6 µM; 350,000 tested, 0.67% active; AID 651661, 2012;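 active = mean inhibition of at least 50% after viability correction, with every replicate also passing that limit; inconclusive = mean reaches 50% but only one of two replicates passes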;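 note: firefly luciferase signal divided by Alamar Blue viability fluorescence both relative to DMSO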
CFTR F508del cor: F508del CFTR correction, initial screen, CFBE line, single point; CFBE cells, YFP halide quenching; stimulated with forskolin plus potentiator P3; % fluorescence drop versus neutral controls; activity (quench increase), % at 7.58 µM; 350,000 tested, 0.36% active; AID 720511, 2013;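 active = mean added fluorescence quench of at least 8% versus neutral control, with both replicates also reaching 8%; inconclusive = only one of the mean or replicate conditions met; inactive = mean below 8% and not both replicates reaching 8%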;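 note: cells transiently co-express mutant CFTR-F508del with the halide-sensitive YFP; corrector assay measuring rescue of mutant channel to the surface after 24 h compound exposure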
XiGFP reactiv: activators of inactive X chromosome reactivation, primary screen, imaging, XiGFP fibroblasts, GFP high-content imaging, set 2 | 360,000 tested, 0.055% active | XiGFP mouse fibroblasts, % GFP-positive cells imaging, 3 d; cells co-treated with 5-aza-dC sensitizer; scaled so ellipticine positive control = 100% | activation, % at 7.58 µM;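 active = mean normalized replicate activation at least 10% and every replicate at or above 10%; inconclusive = only one of the two criteria met; inactive = mean below 10% and not all replicates reach 10%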;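 note: 0% = median of on-plate neutral control wells and 100% = ellipticine 6 µM median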
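Assay system – SV40-immortalized XiGFP fibroblast cells, line 68-5-11 · Buffer or medium – DMEM supplemented with 5-aza-dC as sensitizing agent · Dosing – one concentration, pinned · Benchmarks – positive control ellipticine, 6 µM final · Times – 3 days compound exposure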
GSIS activator: GLuc luminescence reporter in INS-1E cells, primary screen for activators of glucose-dependent secretion of insulin; INS-1E GLuc reporter insulin secretion, 2-3 h; activation, % at 16.6 µM; 370,000 tested, 0.61% active; AID 743287, 2014;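 active = lowest replicate activation of at least 40%, so every replicate reaches that level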;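 note: 0% = median of neutral control wells and 100% = median of IBMX positive control wells; some compounds called inactive have numbers as strong as hits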
ARNT-TACC3 inh: disruptors of ARNT/TACC3 protein interaction, primary screen, biochemical, AlphaScreen, single concentration. inhibition, % at 9.99 µM. AlphaScreen His-ARNT PAS-B/GST-TACC3 binding, luminescence; TACC3 fragment carries E629A point mutation. 390,000 tested, 0.66% active. Transforming acidic coiled-coil-containing protein 3 (Homo sapiens), Q9Y6A5;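 active = mean inhibition of replicates at least 50% and at least half of replicates each reaching 50%; inconclusive = half or more replicates reach 50% but mean below 50%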;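 note: 0% = complete ARNT plus TACC3 wells and 100% = ARNT alone without TACC3; many hits fall short of the cut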
PAX8 reporter: inhibitors of PAX8-driven TPO luciferase reporter, primary screen, RMG-I cells, single concentration; SteadyGlo, 24 h; inhibition, % at 12.6 µM; 360,000 tested, 1.2% active;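 active = mean replicate inhibition at least 60% with every replicate also reaching 60%; inconclusive = only one of the two criteria is met; inactive = mean below 60% and not all replicates reaching 60%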;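 note: luciferase light reporting Pax8 driven TPO promoter activity; plate controls were median of neutral control wells for no effect and mitoxantrone controls for full effect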
ERp5 block: inhibitors of ERp5-driven insulin aggregation, primary screen, biochemical, turbidity, absorbance 650 nm, single point | Protein disulfide-isomerase A6 (Homo sapiens), Q15084 | 90 min | inhibition, % at 9.99 µM | 350,000 tested, 0.05% active | AID 651711, 2012;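 active = mean replicate inhibition above about 25%, with every replicate also reaching it, limit read from the data, passing the limit was not always enough; inconclusive = only one of those two criteria met; inactive = neither criterion met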
Target sequence (Q15084 whole entry, looked up): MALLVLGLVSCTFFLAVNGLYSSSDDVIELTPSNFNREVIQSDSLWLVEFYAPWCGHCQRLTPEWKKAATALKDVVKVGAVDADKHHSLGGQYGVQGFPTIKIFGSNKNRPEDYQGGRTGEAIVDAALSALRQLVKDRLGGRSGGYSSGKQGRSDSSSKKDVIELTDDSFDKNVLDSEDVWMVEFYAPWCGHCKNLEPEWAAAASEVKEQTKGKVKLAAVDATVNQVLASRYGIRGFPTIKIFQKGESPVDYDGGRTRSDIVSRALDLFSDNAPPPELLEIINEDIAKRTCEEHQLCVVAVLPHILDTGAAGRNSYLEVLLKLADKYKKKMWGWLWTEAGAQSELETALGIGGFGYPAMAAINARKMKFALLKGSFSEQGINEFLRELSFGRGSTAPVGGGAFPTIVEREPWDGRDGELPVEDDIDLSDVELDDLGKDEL
DENV2 CPE: inhibitors of DENV2 cytopathic effect, primary screen, cell-based, plate reader, single concentration. DENV2-infected cells, cytopathic effect rescue. CPE inhibition, % at 9.99 µM. 350,000 tested, 1.7% active. AID 651640, 2012; in the data active = CPE inhibition above about 20%, passing the limit was not always enough; inconclusive = no clear call, values can overlap the other calls; tested in BHK-21 cells;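 note: 0% = median of neutral control wells and 100% = median of positive control wells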
Numbers without * were called inactive; ? = inconclusive; · = not tested or not shown; & = joins results of further samples.

SMILES | EWS-Fli block | CFTR F508del cor | XiGFP reactiv | GSIS activator | ARNT-TACC3 inh | PAX8 reporter | ERp5 block | DENV2 CPE
C[C@H](CO)N1C[C@H](C)[C@H](CN(C)S(=O)(=O)c2cn(C)cn2)Oc2ccc(NC(=O)C3CC3)cc2CC1=O | -1.1 | -1.3 | 0.2 | 15.2 | 3.6 | -40.0 | -8.0 | 7.5
CCC(=O)Nc1ccc2c(c1)OC[C@H](C)N(Cc1ccccc1OC)C[C@H](C)[C@@H](OC)CN(C)C2=O | -5.4 | 0.3 | 0.2 | 6.7 | · | · | · | 9.1
COc1ccc(-n2nc3c(c2NC(=O)CCCCl)CSC3)cc1 | -19.3 | 2.2 | 0.0 | 4.7 | 4.8 | -55.7 | 7.5 | 2.4
COc1ccccc1OCc1nnc(SCC(=O)Nc2ccc(N3CCOCC3)cc2)n1C | -16.3 | -1.4 | -0.1 | 16.9 | -0.5 | -7.5 | 0.0 | 0.8
COCCNc1nnc(Cc2ccc(Cl)cc2)c(=O)[nH]1 | 0.0 | -0.4 | 0.3 | -2.7 | 4.7 | -11.7 | 1.4 | -1.4
COc1cc([N+](=O)[O-])ccc1-c1ccc(/C=C2\C(=O)ON=C2c2ccccc2)o1 | 37.9 | -9.6 | -0.1 | 16.1 | 24.8 | -27.7 | 4.2 | -6.6
Cc1ccc(S(=O)(=O)/N=C(/Nc2cccc(O)c2)c2ccccc2)cc1 | 7.3 | 1.4 | 0.2 | 31.1 | -0.3 | 14.5 | -2.7 | -7.8
COc1ccc2c3c(n(C)c2c1)[C@@H](CO)N(C(=O)CN1CCOCC1)CC31CN(Cc2ccncc2)C1 | -17.4 | -2.0 | 0.2 | 7.2 | · | · | 0.7 | -2.3
COc1ccc(OC)c(C2/C(=C(/O)c3ccccc3)C(=O)C(=O)N2Cc2ccco2)c1 (stereo not drawn) | 4.4 | 7.9 | 0.3 | 7.5 | -1.2 | 8.4 | -1.7 | -0.7
Cc1cccc(OCC(=O)Nc2ncn[nH]2)c1C | -10.8 | -1.3 | 0.6 | -5.7 | 0.2 | 2.4 | 5.8 | -2.9
CNC[C@@H]1Oc2ccc(NC(=O)Cc3ccccc3)cc2CC(=O)N([C@H](C)CO)C[C@@H]1C | -5.9 | -1.8 | -0.7 | 29.7 | -3.0 | -10.0 | -1.0 | 0.0
Cc1cccc(C)c1OCCNC(=O)c1ccc2ccccc2n1 | 4.2 | -2.6 | 0.3 | 3.4 | · | 8.1 | 1.1 | ·
Cc1onc(-c2ccccc2)c1C(=O)OCc1nnc(-c2ccc([N+](=O)[O-])cc2)o1 | 1.2 | 0.4 | 0.0 | -24.8 | 8.4 | 16.1 | 2.5 | 10.8
Cc1ccsc1C(=O)OCC(=O)Nc1c(C)n(C)n(-c2ccccc2)c1=O | · | · | 0.0 | 2.1 | -20.8 | -0.6 | · | ·
CSc1ccc(S(=O)(=O)N(CC(=O)NCc2ccccn2)c2ccc(C)cc2)cc1 | 2.5 | 1.4 | 0.2 | -6.1 | 23.0 | 12.0 | 1.7 | 8.2
CC(C)NC(=O)N1C[C@H]2[C@@H](c3ccccc31)[C@@H](CO)N2Cc1ccccc1 | 6.5 | 1.7 | 0.2 | -1.1 | -1.5 | 7.8 | -0.5 | -5.6
COc1ccc(-c2nc(CS(=O)CC(=O)N3CCN(C)CC3)c(C)o2)cc1OC (stereo not drawn) | · | 1.3 | 0.2 | -3.6 | -1.8 | -71.5 | 3.3 | 0.8
Cc1ccc(-n2c(=O)cc(N3CCN(C(=O)c4ccco4)CC3)[nH]c2=O)cc1 | 3.5 | -2.3 | 0.0 | -4.8 | 0.9 | 5.3 | -0.1 | ?
Cc1[nH]c(=O)nc2c1CCC2 | 5.7 | -0.2 | 0.5 | 0.4 | 9.4 | 10.9 | 2.3 | -0.8
CN1CCN(c2ncc(CN3C(=O)c4ccccc4C3=O)s2)CC1 | -10.7 | 0.6 | 0.0 | 3.8 | -1.6 | 5.4 | 3.4 | 7.8
COc1ccc(C)cc1NC(=O)C1CCCN1S(=O)(=O)c1ccccc1F (stereo not drawn) | -3.4 | -1.9 | 0.1 | 24.8 | 6.4 | 45.2 | -20.6 | -5.4
S=C1NCN(C2CCCCC2)CN1Cc1ccccc1 | 6.4 | -0.5 | 0.0 | 6.3 | -8.2 | 43.4 | 4.2 | 5.4
Cc1cc(=O)[nH]c(SCC(=O)N2CCCc3ccccc32)n1 | 7.3 | -0.6 | · | -2.4 | 1.1 | · | 2.1 | 7.2
CC(NCC(=O)Nc1ccccc1C(=O)NC1CC1)c1cccs1 (stereo not drawn) | 16.8 | 4.3 | 1.4 | · | 5.4 | · | -1.4 | -4.7
CSc1ccccc1NC(=O)CSc1nncs1 | 1.5 | 2.3 | 0.1 | 1.2 | 10.8 | 9.8 | 6.0 | -3.6
O=C(CCC(=O)c1cccs1)NCC(c1ccc(F)cc1)N1CCOCC1 (stereo not drawn) | -6.4 | 0.6 | 0.0 | -6.1 | -9.6 | -12.7 | 5.1 | 4.1
O=C(CNc1cccc(C(F)(F)F)c1)N/N=C/c1ccccc1C(=O)O | 1.5 | 0.1 | -0.2 | -15.9 | 4.8 | 0.7 | -2.7 | 8.9
Cc1[nH]c2ccccc2c1CC(=O)Nc1ccc(Nc2cccnc2)c(-c2ccc(Cl)c(Cl)c2)c1 | 10.9 | -0.3 | 0.2 | -35.2 | · | 55.0 | -4.4 | ?
CC[C@@]1(C(=O)OC)N[C@H](CN(C)S(=O)(=O)c2ccc(OC)cc2)[C@@H]2C(=O)N(C)C(=O)[C@@H]21 | 0.4 | -0.6 | 0.1 | · | -5.8 | -0.4 | 2.3 | -13.3
C/C(=N\NC(=O)C(=O)Nc1cc(Cl)ccc1Cl)c1ccncc1 | 3.0 | -0.1 | 0.0 | -5.9 | -4.0 | 24.0 | 1.7 | -6.2
CCCNC(=O)C[C@@H]1C[C@@H]2c3cc(NC(=O)NC4CCCCC4)ccc3O[C@@H]2[C@@H](CO)O1 | -2.4 | 0.4 | -0.1 | -6.2 | -1.3 | -22.8 | -3.8 | -7.9
C[C@@H]1CCCCO[C@H](CN(C)C(=O)c2ccccc2)[C@H](C)CN([C@@H](C)CO)C(=O)c2cc(NC(=O)Cc3ccccc3)ccc2O1 | 6.3 | -2.4 | 0.1 | -22.5 | -9.5 | 12.6 | -8.5 | ?
Cc1cc(C)c(OCCOCCN(C)C)c(Br)c1 | -10.0 | · | -0.1 | 8.5 | -5.3 | 4.7 | -0.3 | -4.8
COc1cccc(/C=N/Nc2nc(C)cc(=O)[nH]2)c1OC | -8.6 | -0.3 | 0.0 | 8.0 | -12.4 | -19.4 | -1.5 | -3.9
COCCNC(=O)C[C@H]1C[C@H]2c3cc(NS(=O)(=O)c4ccc(F)cc4)ccc3O[C@H]2[C@H](CO)O1 | -6.5&-9.0 | -0.3&0.3 | 0.2&0.0 | 14.6&-1.6 | · | 6.7 | -3.4&3.4 | -9.8&-5.4
C/C(=N\NC(=O)COc1ccccc1[N+](=O)[O-])c1cccc(NC(=O)c2ccncc2)c1 | -22.9 | 0.3 | 0.2 | 22.6 | -1.3 | 8.6 | -1.9 | -9.4
Cc1ccc2cc(S(=O)(=O)NCCCN3CCOCC3)ccc2c1 | -4.0 | · | 0.1 | -3.0 | -6.8 | 0.8 | -3.9 | -4.9
CN(C)C(=O)C[C@@H]1C=C[C@@H](NC(=O)NC2CCCC2)[C@H](CO)O1 | 9.5 | 1.1 | -0.5 | -9.8 | 5.9 | 3.0 | -4.2 | -3.3
CC(CNC(=O)CN1C(=O)COc2ccc(S(=O)(=O)N3CCCCC3)cc21)c1ccccc1 (stereo not drawn) | · | -1.1 | 0.2 | -12.5 | 21.9 | -4.9 | -0.7 | 12.5
CN(C)CC#Cc1cccc(-c2nc(C(=O)N[C@@H]3CCN(Cc4ccccc4)C3)cc3c2[C@@H](CCO)N(S(=O)C(C)(C)C)C3)c1 (stereo partly drawn) | -13.6 | -0.3 | · | · | · | 1.5 | 0.0 | 7.6
C=CCNC(=S)N1CCN(C2CCCCC2)CC1 | -4.7 | -0.1 | -0.5 | 8.0 | -1.0 | 18.8 | 3.3 | 9.1
CN1C(=O)c2cc(NC(=O)c3cccs3)ccc2OC[C@@H]2O[C@H](CC(=O)N3CCOCC3)CC[C@H]21 | 4.6 | 2.7 | 0.1 | -8.2 | -4.2 | -13.7 | 4.4 | 4.6
Cc1noc(C(=O)Nc2ccc(C#N)cc2)c1Cl | -14.2 | 0.2 | 0.1 | -6.0 | -1.9 | -14.6 | 2.6 | 6.9
C=CCNc1nc(Cl)nc(NCc2ccco2)n1 | 3.2 | 1.5 | 0.2 | 0.0 | -6.3 | -28.8 | 2.3 | -3.5
O=C(c1cnc(N2CCN(c3ccccn3)CC2)c2ccccc12)N1CCN(c2cccc(Cl)c2)CC1 | 27.5 | 1.5 | 0.2 | -6.1 | -0.8 | -8.2 | 1.4 | 10.5
CCCNC(=O)Cn1sc2nc(C)cc(C)c2c1=O | 2.2 | -12.2 | 0.0 | 94.2* | -11.8 | 7.5 | -2.4 | 0.6
O=C(CCC(=O)NC1CCCCC1)NCc1ccc(F)cc1 | 5.5 | -0.3 | 0.3 | 1.2 | -13.6 | -0.2 | -0.6 | 1.9
CC(C)Nc1ncnc2c1ncn2[C@H]1CN(Cc2ccc3c(c2)OCO3)C[C@@H](CO)O1 | -7.5 | 2.5 | 0.2 | · | · | -16.7 | -0.2 | -2.6
COc1ccc(C(=O)Oc2ccc(C(=S)N3CCOCC3)cc2)cc1 | -18.1 | 0.8 | 0.3 | -11.5 | -4.4 | 10.4 | -0.1 | 2.9
O=C(NCc1cccnc1)[C@@H]1CC=C[C@@H]2CCN(Cc3ccc(Cl)c(Cl)c3)C(=O)[C@@H]21 | 7.7 | 1.4 | -0.3 | -34.9 | · | 19.9 | -0.4 | -13.4
CCOC(=O)Cc1c(C)nc2c(C#N)c[nH]n2c1=O | -16.8 | -2.0 | · | 0.5 | 2.3 | · | 2.8 | -4.7
COc1ccc(S(=O)(=O)Nc2ccc3c(c2)C(=O)N([C@H](C)CO)C[C@H](C)[C@@H](CN(C)CC2CCCCC2)OCCCC[C@@H](C)O3)cc1 | -8.1 | 0.6 | 0.4 | 1.1 | -4.5 | -27.2 | · | -2.6
CCc1cc2c(NC(Cc3ccccc3)C(=O)O)nc(C)nc2s1 (stereo not drawn) | 8.7 | -3.6 | 0.1 | -17.3 | -4.9 | 23.3 | -3.1 | -2.0
COc1ccc2c3c(n(C)c2c1)[C@H](CO)N(C(=O)C1CCOCC1)CC31CN(C(=O)C2CCOCC2)C1 | -19.7 | -3.5 | 0.0 | 19.2 | · | -5.5 | -4.3 | 3.8

Source: PubChem (Broad Institute)

Random draw from the library; 4.2% or so of the library scored in one or more.
